Screens (PubChem)
CaV13 ICDI inh: Disruptors of the CACNA1D IQ motif to Ca2+-dependent inactivation inhibitor domain association, primary screening, Förster resonance energy transfer in intact living … | HEK cells, CFP/YFP FRET ICDI-IQ, plate reader, 10 min; percent FRET-ratio fall versus neutral wells | inhibition, % at 12.3 µM | 340,000 compounds, 0.098% hits;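 active means mean replicate inhibition of at least 30% and at least 1% of replicates passing that level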;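 further: 0% = median of the neutral control wells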
Peg3 promoter: Peg3 promoter-driven luciferase inhibitors, primary screen, cell-based, HeLa, luciferase luminescence | HeLa PEG-Prom luciferase reporter, overnight | inhibition, % at 20 µM | 360,000 compounds, 1.7% hits | AID 588405, 2011;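 active means inhibition of at least 50% at 20 µM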
PDI turbidity: inhibitors of human PDI, primary screen, biochemical, turbidity, single point, plate reader | Protein disulfide-isomerase (Homo sapiens), P07237 | PDI insulin aggregation turbidity, A650, 90 min | inhibition, % at 10 µM | 350,000 compounds, 0.052% hits | AID 588391, 2011;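 active means mean inhibition across replicates of 30% or more, whatever share of single replicates reach that level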;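 further: absorbance from insulin aggregation driven by PDI reduction with DTT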
Target sequence (P07237 whole entry, looked up): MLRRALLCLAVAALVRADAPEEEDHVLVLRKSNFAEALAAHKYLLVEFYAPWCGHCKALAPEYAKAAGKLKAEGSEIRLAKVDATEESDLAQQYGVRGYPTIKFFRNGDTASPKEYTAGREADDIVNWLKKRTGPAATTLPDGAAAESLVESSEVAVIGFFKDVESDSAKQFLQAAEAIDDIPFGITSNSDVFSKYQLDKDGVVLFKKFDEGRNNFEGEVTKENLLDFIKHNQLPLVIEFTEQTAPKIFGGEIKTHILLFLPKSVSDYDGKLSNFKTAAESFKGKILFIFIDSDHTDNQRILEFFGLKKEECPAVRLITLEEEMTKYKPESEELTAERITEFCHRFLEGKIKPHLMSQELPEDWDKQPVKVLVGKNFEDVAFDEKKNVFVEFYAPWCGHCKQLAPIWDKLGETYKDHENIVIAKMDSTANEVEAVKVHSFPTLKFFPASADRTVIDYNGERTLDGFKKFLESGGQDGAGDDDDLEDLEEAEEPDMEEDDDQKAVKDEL
NR2E3 ag-1: NR2E3 agonists in two-hybrid cells, primary screen, cell-based, luminescence, CHO-S, Gal4-NCOR/VP16-NR2E3. 360,000 compounds, 0.35% hits. luciferase. Photoreceptor-specific nuclear receptor (Homo sapiens), Q9Y5X4. AID 602229, 2012. inhibition of corepressor binding, % at 3.98 µM;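 active means inhibition above the mean of all tested compounds plus 3 SD, cut at about 70% in these data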;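 further: 0% = DMSO with NR2E3 transfected cells and 100% = cells lacking NR2E3 construct; higher means lower luciferase signal from less NR2E3 corepressor binding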
Target sequence (Q9Y5X4 whole entry, looked up, the tested form may be a part): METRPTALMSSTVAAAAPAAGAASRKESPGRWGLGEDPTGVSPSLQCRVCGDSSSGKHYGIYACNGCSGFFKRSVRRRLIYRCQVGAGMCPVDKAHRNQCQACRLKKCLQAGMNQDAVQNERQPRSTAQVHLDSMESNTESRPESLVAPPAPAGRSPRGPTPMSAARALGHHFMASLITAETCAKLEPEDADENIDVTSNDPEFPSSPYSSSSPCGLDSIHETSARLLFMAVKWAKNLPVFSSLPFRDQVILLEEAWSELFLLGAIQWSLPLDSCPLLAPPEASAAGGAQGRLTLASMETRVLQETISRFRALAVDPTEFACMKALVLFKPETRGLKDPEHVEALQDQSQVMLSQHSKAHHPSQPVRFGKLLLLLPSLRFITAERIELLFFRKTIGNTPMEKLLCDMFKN
HIF-2a block: HIF-2a reporter inhibitors, primary screen, luminescence, 786-0 RCC cells; 786-0 RCC cells HIF-2a reporter, luciferase luminescence, overnight; inhibition, % at 18.8 µM; 360,000 compounds, 0.72% hits; AID 624352, 2012;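 active means inhibition of the luminescence signal of 40% or more relative to plate controls, in a single-dose primary screen at 18.75 µM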
CF NFkB block: inhibitors of PAF-induced NF-kB signaling, primary screen, cell-based, GFP fluorescence, uHTS | inhibition, % at 5 µM | 360,000 compounds, 0.86% hits | KKLEB NF-kB-GFP reporter, GFP fluorescence overnight;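 active means at least 50% inhibition at 5 µM, scaled per plate between neutral and stimulator controls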;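 further: PAF is a Pseudomonas aeruginosa culture filtrate used as stimulus; plate controls were PAF-stimulated DMSO wells for no effect and unstimulated DMSO wells for full effect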
Shn3 inh set2: reduction of Shn3 3'UTR firefly luciferase signal, primary screen, Schnurri-3 inhibitor project, cell-based, Clone20 osteoblasts, set 2; inhibition, % at 12.5 µM; AID 588674, 2011; Clone20 osteoblast Shn3 3'UTR firefly luciferase, 24 h; 360,000 compounds, 0.52% hits;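 active means mean inhibition of at least 75% with every replicate also reaching 75%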;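 further: 0% = median of neutral control wells and 100% = pilot-screen positive control compound; some compounds past the cut are filed as inactive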
KKLEB cytotox: cytotoxicity in KKLEB CF airway cells, primary screen, cytotoxicity control for CF NF-kB inhibitor project, cell-based, uHTS, fluorescence assay plates; KKLEB CF airway cells viability, ATPlite luminescence, overnight; stronger effect = lower value; cells stimulated with P. aeruginosa culture filtrate; activity change (cytotoxicity), % at 5 µM; 360,000 compounds, 0.36% hits; AID 602141, 2011;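 active means corrected activity change at or below -50% at 5 µM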
TRPM1 prom inh: inhibitors of MITF-dependent TRPM1 promoter reporter, primary screen, cell-based, SK-MEL-5, single point, luciferase | SK-MEL-5 TRPM1 promoter luciferase, 24 h | inhibition, % at 12.5 µM | 330,000 compounds, 0.83% hits | AID 488899, 2010;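 active means mean inhibition across replicates of 60% or more, whatever share of single replicates reaches that level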; further: values of inactives mirror those of a sister screen read the other way
Vif imaging: HIV Vif self-association inhibitors, primary screen, imaging, HEK293T, single point | HEK293T cells, Vif self-association by quenched fluorescence, 24 h | inhibition, % at 7.49 µM | 340,000 compounds, 0.35% hits | AID 602346, 2012; in the data active means inhibition above about 50%, passing the limit was not always enough; further: some results filed as inactive read as strong as hits
NR2E3 ag-2: inhibitors of NR2E3-RetCOR corepressor binding, primary screen, NR2E3 agonist project, biochemical, TR-FRET, GST-NR2E3, biotin-RetCOR. 1536-well. inhibition of corepressor binding, % at 4.78 µM. 320,000 compounds, 0.12% hits. AID 2300, 2010;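 active means percent inhibition above the cutoff of mean plus 3 SD of all tested compounds, set per screening campaign, cut at about 20% in these data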;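 further: 0% = DMSO wells and 100% = biotin wells as full block of FRET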
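System: GST-tagged NR2E3 plus biotinylated RetCOR corepressor; Amount: 1.35 nM GST-tagged NR2E3 final; Dosing: single nominal compound dose of 4.8 µM; Schedule: 5 h incubation at 4 °C; Technique: TR-FRET with europium anti-GST and streptavidin-D2, 340 nm excitation; Controls: biotin wells as high control, 0.6% DMSO wells as low control.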
* hit, by the source's call; . = not tested or not shown.

SMILES	CaV13 ICDI inh	Peg3 promoter	PDI turbidity	NR2E3 ag-1	HIF-2a block	CF NFkB block	Shn3 inh set2	KKLEB cytotox	TRPM1 prom inh	Vif imaging	NR2E3 ag-2
COCCN(C(=S)Nc1ccc(OC)cc1)C1CCN(C(C)C)CC1	-17	1	7	-9	-3	-3	-9	4	-9	2	0
O=C(NC(NCc1ccccc1)C(Cl)(Cl)Cl)c1cccnc1 (configuration not stated)	-5	2	2	-32	11	3	11	-11	6	6	-1
CC(=O)NC(=S)Nc1ccc(-c2nc3ccc(C)cc3s2)cc1	-8	-362	-16	-141	-239	1	-79	-9	-41	-10	4
O=C(O)CCn1c(=S)oc2ccccc21	.	-12	6	-21	5	17	21	-8	-8	4	2
O=C(Nc1ccc(F)cc1F)c1cccc(S(=O)(=O)N2CCCCC2)c1	-15	-7	-2	-14	-10	5	13	-3	1	-22	-3
CCN(CC)C(=O)CSc1nc2cc(S(=O)(=O)N3CCOCC3)ccc2n1CC	1	22	23	-16	5	17	-17	-13	0	-3	0
CS(=O)(=O)Nc1nnc(SCC(=O)Nc2cccc([N+](=O)[O-])c2)s1	4	10	-1	-8	9	9	20	5	0	-4	1
CCOC(=O)c1c(C)[nH]c(C(=O)OCC(=O)Nc2ccc(OC)c(Cl)c2)c1C	-6	17	2	-10	14	-1	5	-6	-1	-20	-1
C[C@H]1CN(Cc2ccccc2)C(=O)[C@@H]1CC(=O)Nc1ccccc1	-6	-8	-4	-18	4	-13	3	-3	.	-3	.
O=C(NCc1nnc(SCC(=O)N2CCN(c3ccccc3)CC2)o1)c1ccccc1	-5	22	14	4	17	10	9	2	11	-3	2
COc1ccc(N(C)S(=O)(=O)c2cccc(C(=O)Nc3ccc4c(c3)OCCO4)c2)cc1	-5	26	-3	0	-24	0	26	-5	-6	-5	-8
Cc1ccc(S(=O)(=O)NC(Cc2c[nH]c3ccccc23)C(=O)O)cc1 (configuration not stated)	-3	11	10	-2	10	-2	-15	-4	10	38	0
O=C(CCSCc1ccc(Cl)cc1)NCCc1ccccc1	-3	19	0	5	13	-3	-4	-2	7	-13	-2
CC(c1nc2ccccc2o1)N1C(=O)c2ccccc2C1=O (configuration not stated)	-6	-25	1	4	-11	19	7	-4	-3	3	2
CCOC(=O)c1cccc(NS(=O)(=O)c2c(C)[nH]c(=O)[nH]c2=O)c1	-9	13	5	-5	10	4	-5	10	-8	4	2
COc1ccccc1C(=O)N1[C@@H](C(C)C)COc2cc(Br)ccc2S1(=O)=O	-8	36	3	-34	9	20	9	-25	-9	10	.
CCOc1ccc(NC(=O)C2C(c3ccccc3)C2(Cl)Cl)cc1 (configuration not stated)	-4	2	4	-13	-15	-12	-7	0	5	0	4
NC(=O)NCC(c1ccccc1)C1CCCCC1 (configuration not stated)	-5	12	-2	5	21	11	2	4	1	9	4
CCOC(=O)CC(=O)CSc1nc2nc(C)cc(C)n2n1	-9	-7	-7	-30	3	9	4	5	4	.	1
COc1ccc(-c2sc3ccc(N4CCOCC4)cc3c2-c2ccc(O)cc2)cc1	-11	-1	-3	-3	-3	-2	7	-9	9	.	1

A different layout for six compounds above.
Sequence of screens: CaV13 ICDI inh, Peg3 promoter, PDI turbidity, NR2E3 ag-1, HIF-2a block, CF NFkB block, Shn3 inh set2, KKLEB cytotox, TRPM1 prom inh, Vif imaging, NR2E3 ag-2
C[C@H]1CN(Cc2ccccc2)C(=O)[C@@H]1CC(=O)Nc1ccccc1
    -6, -8, -4, -18, 4, -13, 3, -3, ., -3, .
COc1ccccc1C(=O)N1[C@@H](C(C)C)COc2cc(Br)ccc2S1(=O)=O
    -8, 36, 3, -34, 9, 20, 9, -25, -9, 10, .
NC(=O)NCC(c1ccccc1)C1CCCCC1 (configuration not stated)
    -5, 12, -2, 5, 21, 11, 2, 4, 1, 9, 4
CCOC(=O)c1c(C)[nH]c(C(=O)OCC(=O)Nc2ccc(OC)c(Cl)c2)c1C
    -6, 17, 2, -10, 14, -1, 5, -6, -1, -20, -1
Cc1ccc(S(=O)(=O)NC(Cc2c[nH]c3ccccc23)C(=O)O)cc1 (configuration not stated)
    -3, 11, 10, -2, 10, -2, -15, -4, 10, 38, 0
COc1ccc(-c2sc3ccc(N4CCOCC4)cc3c2-c2ccc(O)cc2)cc1
    -11, -1, -3, -3, -3, -2, 7, -9, 9, ., 1

The list continues.
SMILES	CaV13 ICDI inh	Peg3 promoter	PDI turbidity	NR2E3 ag-1	HIF-2a block	CF NFkB block	Shn3 inh set2	KKLEB cytotox	TRPM1 prom inh	Vif imaging	NR2E3 ag-2
COc1cc(C(C(=O)NC2CCCC2)N(Cc2ccco2)C(=O)c2snc(C(N)=O)c2N)cc(OC)c1OC (configuration not stated)	-2	-2	4	25	11	-9	-3	0	2	-5	1
O=C(Nc1ccc(NC(=O)c2ccco2)cc1)c1ccc2c(c1)OCCO2	-5	-37	1	1	46*	10	8	11	19	2	-1
CN(C)c1nc(=NCc2cccs2)ss1	-6	-6	-8	97*	3	8	-18	2	41	2	.
O=[N+]([O-])c1ccc(Cl)c(/C=N/N2CCN(Cc3ccccc3Cl)CC2)c1	.	6	0	10	1	-3	5	1	6	4	-1
Cc1ccc(CC(=O)NNC(=O)c2cccs2)cc1C	-6	5	-1	9	-10	16	3	1	5	3	.
COc1ccc(C(=O)Nc2ccc(NC(=O)C3CC3)cn2)cc1	-4	-30	-2	-6	-28	-10	-23	-4	-10	-4	-2
COc1ccc(N2CC(C(=O)Nc3nc4ccccc4s3)CC2=O)cc1 (configuration not stated)	-7	10	-1	-6	19	36	12	-6	-4	-4	-1
CC1CCCC(NS(=O)(=O)c2cc(Br)cnc2N)C1C (configuration not stated)	-14	7	1	-36	2	18	-25	-7	-15	18	1
COc1ccc2cc(C(=O)C3CCCN(C(=O)CSc4nnc(C)o4)C3)ccc2c1 (configuration not stated)	-5	-7	-1	-6	-10	-12	-12	7	1	-2	1
COC(=O)c1cc(Cl)nc2ccccc12	-18	1	2	11	18	-2	10	6	3	4	1
Cc1ccc(NC(=O)CSCc2c(C)noc2C)cc1C	-1	7	12	-20	2	-13	5	6	-1	4	5
O=C(Nc1cc(C(F)(F)F)ccc1N1CCOCC1)C1Cc2ccccc2CN1C(=O)c1ccco1 (configuration not stated)	-5	6	10	-15	1	2	0	6	10	6	-1
OCCC1CN(Cc2cnc(-c3ccccc3)s2)CCN1C1CCCC1 (configuration not stated)	-10	7	3	5	9	16	7	-4	8	6	1
Cc1cccc(NC(=S)N/N=C/c2cccc([N+](=O)[O-])c2)c1	.	-6	-2	-23	-42	-1	-6	9	-3	.	4
COc1cc(Cl)c(C)cc1NC(=O)c1ccc(NS(=O)(=O)c2ccc(F)c(F)c2)cc1	-3	0	7	22	10	10	5	-7	4	-1	1
Cc1noc(C)c1COC(=O)COc1cccc2c1OC(C)(C)C2	-5	-1	0	-23	3	21	-16	-6	-4	1	1
O=C(CN1C(=O)NC2(CCCC2)C1=O)Nc1nc(-c2ccccc2)cs1	-5	-21	1	-11	-23	-17	5	-5	17	-5	-2
O=C(Nc1nnc(SCc2ccc(Cl)cc2Cl)s1)C1COc2ccccc2O1 (configuration not stated)	-4	8	-2	-19	-5	0	-5	9	0	-22	1
O=C(c1ccc(Cl)s1)N1CCCC(N2CCN(c3ccc(F)cc3)CC2)C1 (configuration not stated)	-3	2	-17	29	6	-2	9	0	-11	2	1
COc1cccc(C(=O)NC(=O)Nc2cc(C)on2)c1	-18	-259	-6	-87	-274	-16	-35	-1	-101	-11	-5
C=CC[C@H](CC(=O)OC(C)(C)C)C(=O)OC[C@H]1CCCN1C(=O)[C@@H](CC=C)CC(=O)N(CCO)Cc1ccccc1	-9	17	-2	5	18	-5	18	-20	16	0	.
CC1CCCCC1NC(=O)COC(=O)c1ccc(S(=O)(=O)NCc2ccco2)cc1 (configuration not stated)	.	0	8	-19	8	-1	-4	11	0	-2	-3
O=C(C(=O)N1CCN(c2ccccc2F)CC1)c1c[nH]c2ccccc12	-2	9	-3	8	-12	25	-7	8	1	0	5
CCCCC[n+]1ccn(-c2nc3ccccc3nc2[N-]S(=O)(=O)c2ccccc2)c1	-4	13	-5	-3	-3	-3	1	6	4	4	4
O=C1c2ccccc2C(=O)N1CCC(=O)N1CCCc2ccccc21	.	-10	4	-9	-59	17	-6	3	-11	-23	2
COc1ccc(NC(=O)c2ccco2)cc1NC(=O)c1ccc(C#N)cc1F	-10	10	-5	-39	9	17	23	-3	-1	.	-1
COc1ccc(C2CC(c3cccs3)=NN2C(=O)c2ccco2)cc1OC (configuration not stated)	-4	3	-2	-5	1	-4	.	-5	.	1	1
CC(=O)OCC(=O)C1(O)CCC2C3CCC4=CC(=O)CCC4(C)C3(Cl)C(O)CC21C (configuration not stated)	-7	-5	6	-25	14	77*	8	17	-3	10	.
